CCT chaperon mod: modulators of cytosolic chaperonin (CCT/TRiC) activity; purified chaperonin ATPase assay, HTRF ADP detection, 30 min; 360,000 tested, 0.3% active; AID 651819; activity change, % (concentration not given with the values), hits read low; in the data active = activity change below about -30%; also: % is scaled to controls: 0 for no effect and ±100 for the full control effect
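TRiC at 40 or 20 nM final (batch-dependent) in 30 mM Tris pH 7.4, 100 mM KCl, 5 mM MgCl2, 1 mM DTT, with compound at single 76 uM and 10 uM ATP, 30 min at 37 deg C. ADP detected by HTRF Transcreener, 665/615 ratio.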
EPAC1 ag: EPAC1 (human) agonism. O95398. EPAC1 agonist qHTS, biochemical assay; response scale: 100% = response to 6.5 mM cAMP. Potency, µM (top dose mostly 154 µM), for the others: top-dose activation, usual class: activators. 360,000 tested, 0.073% active; also: potency is read from the fitted curve at half-maximal effect; nearly all actives have a fitted effect of over 60% in size
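Normalized to 6.5 mM cAMP, activity reflects EPAC1-catalysed release of BODIPY-GDP from Rap1B, followed kinetically over 30 min at 480 nm excitation, 540 nm emission. Reaction contained 100 nM EPAC1, 250 nM Rap1B-BODIPY-GDP, 50 uM GDP.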
MmCpn inh: M. maripaludis TRiC chaperonin inhibition; AID 504842; Potency, µM (series often up to 76.9 µM), for inactives: at the highest dose activity, negative = inhibition, usual class: inhibitors; purified Mm-Cpn ATPase, ADP Transcreener TR-FRET; 330,000 tested, 0.031% active; also: potency is read from the fitted curve at half-maximal effect; % is scaled to controls: 0 for no effect and ±100 for the full control effect; nearly all actives have a fitted effect of over 80% in size
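Inhibition of chaperonin ATP hydrolysis is measured as reduced ADP production, detected by competitive TR-FRET in which signal falls with ADP. Final enzyme 25 nM and ATP 10 uM, reacted 30 min at 37°C.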
EPAC1 antag: EPAC1 (human) antagonism; AID 720709; Potency, µM (top dose mostly 115 µM), for the others: at the top dose activity change, negative = inhibition, actives largely listed as inhibitors; O95398; 360,000 tested, 0.14% active; EPAC1 GEF assay, Rap1b-BODIPY-GDP exchange fluorescence;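 also: potency is read from the fitted curve at half-maximal effect; plate controls were vehicle for no effect and positive control for full effect; nearly all actives have a fitted effect of over 50% in size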
WRN inhibitor: blocks human WRN helicase; Q14191; WRN helicase unwinding, fluorescent forked duplex, kinetic; Potency, µM (doses to about 114 µM), for the others: top-dose activity change, negative = inhibition, actives largely listed as inhibitors; 360,000 tested, 0.46% active; also: potency is read from the fitted curve at half-maximal effect; % is scaled to controls: 0 for no effect and ±100 for the full control effect; nearly all actives have a fitted effect of over 55% in size
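Primary qHTS, 1536-well format. 20 nM WRN + compound, 15 min RT; start with 100 nM forked fluorophore/quencher duplex, 2 mM ATP (final); kinetic read ex 525/em 598 nm.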
PLK1 PBD block: blocks phosphopeptide binding to human PLK1 polo-box domain; 360,000 tested, 2.8% active; AID 720504; Plk1 PBD binding of FITC phosphopeptide, fluorescence polarization; P53350; Potency, µM, for the others: max response, negative = inhibition, hits mostly inhibitors; also: potency is read from the fitted curve at half-maximal effect; series mostly up to about 57 µM; % is scaled to controls: 0 for no effect and ±100 for the full control effect; nearly all actives have a fitted effect of over 65% in size
PI5P4Ka inh: PI5P4K alpha (human) kinase inhibition. P48426. PI5P4Kalpha enzyme, ADP-Glo luminescence, 60 min; hits give low values. max response, %. 330,000 tested, 1.2% active; active = max response of -50% or lower; inconclusive = between -30% and -50%; inactive = -30% or higher; also: value at the top dose of about 77 µM; % is scaled to controls: 0 for no effect and ±100 for the full control effect
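qHTS, 1536-well: enzyme/substrate mix, compound by pin tool, 5 microM ATP final; RT 60 min; ADP-Glo reagents 1 (45 min) then 2 (30 min); luminescence.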
EPAC2 antag: antagonists of human EPAC2; Q8WZA2; EPAC2 GEF exchange of Rap1B-BODIPY-GDP, fluorescence; Potency, µM (series often up to 114 µM), inactives show at the highest dose activity, negative = inhibition, most hits filed as inhibitors; 360,000 tested, 0.18% active; also: potency is read from the fitted curve at half-maximal effect; % is scaled to controls: 0 for no effect and ±100 for the full control effect; nearly all actives have a fitted effect of over 45% in size; many of its hits are not listed in these tables
Target sequence (Q8WZA2 whole entry, looked up): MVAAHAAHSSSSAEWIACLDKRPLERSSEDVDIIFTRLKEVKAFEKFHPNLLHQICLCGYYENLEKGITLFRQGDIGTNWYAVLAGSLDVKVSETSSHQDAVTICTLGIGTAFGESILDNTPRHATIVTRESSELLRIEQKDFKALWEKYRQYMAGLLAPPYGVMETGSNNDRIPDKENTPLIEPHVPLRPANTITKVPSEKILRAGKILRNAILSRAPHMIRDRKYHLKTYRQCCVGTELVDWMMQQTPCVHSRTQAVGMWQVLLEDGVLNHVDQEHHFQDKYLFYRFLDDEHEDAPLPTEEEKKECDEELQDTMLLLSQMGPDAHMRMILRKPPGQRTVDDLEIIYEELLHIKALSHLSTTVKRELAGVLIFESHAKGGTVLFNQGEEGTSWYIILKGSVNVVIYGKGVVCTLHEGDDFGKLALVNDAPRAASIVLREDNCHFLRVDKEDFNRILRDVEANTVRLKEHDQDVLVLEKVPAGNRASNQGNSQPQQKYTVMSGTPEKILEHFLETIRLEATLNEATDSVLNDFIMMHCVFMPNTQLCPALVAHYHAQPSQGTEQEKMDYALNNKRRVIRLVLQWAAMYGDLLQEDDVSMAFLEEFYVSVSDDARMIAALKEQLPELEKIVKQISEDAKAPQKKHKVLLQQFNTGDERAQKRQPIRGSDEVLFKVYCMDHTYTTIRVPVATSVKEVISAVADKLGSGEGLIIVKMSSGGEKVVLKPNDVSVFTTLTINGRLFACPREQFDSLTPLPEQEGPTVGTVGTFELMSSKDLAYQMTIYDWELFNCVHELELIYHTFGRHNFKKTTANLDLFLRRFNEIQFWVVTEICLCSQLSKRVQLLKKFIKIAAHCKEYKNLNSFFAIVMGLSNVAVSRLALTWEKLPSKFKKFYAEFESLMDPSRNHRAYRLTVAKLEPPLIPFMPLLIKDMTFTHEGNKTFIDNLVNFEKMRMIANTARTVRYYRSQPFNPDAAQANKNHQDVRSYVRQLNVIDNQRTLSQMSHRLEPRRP
An asterisk follows results filed as active; ? = inconclusive; nt = no result given; [ ] = remark or other dose. Unless noted, calls follow the shape of the dose curve; as a rule, active = well fitted curve in the direction sought with a large enough effect; inconclusive = small, poorly fitted or top-dose-only effect, or another doubt; inactive = no such curve, though single readings can be large; an effect the other way counts as inactive or inconclusive. Only part of the results is shown, so the mix of outcomes need not match the whole.

1) COc1cc(C(=O)Oc2c(CN3CCOCC3)cc(Cl)c3cccnc23)cc(OC)c1OC
2) CN(Cc1ccccc1)C(=O)C1CCN(Cc2ccc(F)cc2)CC1
3) O=C(CN1C(=O)/C(=C/c2cccc(Cl)c2)SC1=S)NC1C=CS(=O)(=O)C1 (stereo not drawn)
4) O=C(C/C=N\OCc1ccc([N+](=O)[O-])cc1)Nc1ccc(Br)cc1
5) CC(C)CC(=O)N1CCC(N2CCN(c3ccccc3)CC2)CC1
6) Cc1nn(-c2ccccc2)c(N2CCCC2)c1/C=N/NC(=S)Nc1cc(C(F)(F)F)ccc1Cl
Assay by compound	1	2	3	4	5	6
CCT chaperon mod	-0.4	-2.5	-1.7	-0.1	-1.7	-3.0
EPAC1 ag	-11%	3%	-1%	9%	5%	-10%
MmCpn inh	1%	0%	2%	2%	0%	0%
EPAC1 antag	-9%	7%	-18%	-12%	9%	13%
WRN inhibitor	3%	0%	2%	6%	1%	-26%[57.1 µM]
PLK1 PBD block	-9%	-1%	-29%	-6%	30µM*	7%
PI5P4Ka inh	-6	0	-5	1	-13	15
EPAC2 antag	6%	-2%	17%	5%	9%	-17%

7) Cn1ccn(CCCCCCn2ccn(C)c2=S)c1=S
8) CN(C)c1ccc(NC(=O)CN2C3CCCC2CC(NC(=O)c2ccccc2)C3)cc1 (stereo not drawn)
9) Cc1ccccc1CNC(=O)c1ccccc1
10) CCc1cc2c(=O)c(-c3ccc4c(c3)OCCO4)coc2cc1OC(=O)c1ccco1
11) COc1ccccc1OCCc1nnc(N)s1
12) COc1ccc2nc(NCCO)[nH]c2c1
Assay by compound	7	8	9	10	11	12
CCT chaperon mod	1.4	1.0	1.4	-1.2	-2.5	-1.4
EPAC1 ag	-2%	13%	9%	14%	-2%	-2%
MmCpn inh	nt	0%	3%	0%	2%	1%
EPAC1 antag	-13%	-24%	6%	6%	10%	-2%
WRN inhibitor	7%	-5%	-6%	-3%	6%	-24%[57.1 µM]
PLK1 PBD block	5%	2%	-5%	-7%	-7%	-8%
PI5P4Ka inh	2	2	nt	nt	nt	0
EPAC2 antag	2%	0%	8%	-2%	1%	5%

13) CNC(=O)c1sc(-c2ccccc2)nc1C
14) CC(C)c1ccc(S(=O)(=O)N2CCN(CC(O)CN3CCOCC3)CC2)cc1 (stereo not drawn)
15) Cc1nn(Cc2ccc(F)cc2)c(C)c1NC(=O)c1cccnc1Cl
16) Cc1ccc(-c2cc(C(=O)Nc3cc(C)on3)c3ccccc3n2)cc1
17) COc1cccc(NC(=O)CN(C)C(=O)C2CC3C=CC2C3)c1 (stereo not drawn)
18) O=C(COC(=O)/C=C/c1cccs1)NC1CC1
Assay by compound	13	14	15	16	17	18
CCT chaperon mod	-2.8	-1.6	-2.1	-5.3	0.8	-1.8
EPAC1 ag	-2%	4%	2%	1%	0%	1%
MmCpn inh	1%	0%	0%	?	-2%	-3%
EPAC1 antag	7%	1%	-12%	-2%	4%	16%
WRN inhibitor	4%	3%	-8%	-6%	8%	2%
PLK1 PBD block	-5%	0%	-26%	-7%	-2%	-10%
PI5P4Ka inh	2	1	5	3	1	-3
EPAC2 antag	4%	3%	-27%	-13%	3%	-1%

19) Cc1ccc(S(=O)(=O)N/N=C\c2ccc(Cl)c([N+](=O)[O-])c2)cc1
20) COc1ccc(-c2ccc3ccccc3n2)cc1
21) C#CCOCCOCCOCCNc1nc(N2CCN(C(=O)[C@H]([C@@H](C)O)n3cc(CCCCN)nn3)CC2)nc(N2CCN(C(=O)[C@H](CCCCN)n3cc(CC(C)O)nn3)CC2)n1 (stereo partly drawn)
22) O=C(OCc1nnc(-c2ccccc2)o1)C1CCN(C(=O)c2ccc(Cl)cc2)CC1
23) O=C(N/N=C/C1CC=CCC1)c1cc2ccccc2cc1O (stereo not drawn)
24) COc1cc(-c2cc(-c3ccc(N)cc3)[nH]c(=O)c2C#N)cc(OC)c1OC
Assay by compound	19	20	21	22	23	24
CCT chaperon mod	-0.8	-1.7	-1.9	0.7	-1.6	-2.7
EPAC1 ag	14%	6%	-5%	8%	16%	-75%[inhibitor]
MmCpn inh	2%	-1%	0%	-1%	-1%	-1%
EPAC1 antag	6%	-6%	-4%	-2%	-23%	62%[activator]
WRN inhibitor	-13%	4%	-4%	2%	-18%	1%
PLK1 PBD block	-17%	-8%	-11%	-9%	-11%	-21%
PI5P4Ka inh	nt	0	-1	2	?	0
EPAC2 antag	3%	-10%	11%	24%	0%	42%[activator]

25) OC(c1ccc(F)c(F)c1)c1nc(-c2ccncc2)cs1 (stereo not drawn)
26) C=CCN1C(=O)/C(=C2\SC(N3CCOCC3)=NC2=O)c2cc(Br)ccc21
27) CCOc1ccccc1NC(=O)c1cc(C(=O)c2cc(Br)ccc2O)coc1=N
28) O=C(NCCCN1CCN(c2cccc(Cl)c2)CC1)c1nc(-c2ccncc2)no1
29) N#CC1=C(N)N(c2ccccc2)C2=C(C(=O)CCC2)C1c1cccs1 (stereo not drawn)
30) Cc1ccc2c(c1)-c1[nH]c(=S)ncc1CS2
Assay by compound	25	26	27	28	29	30
CCT chaperon mod	1.3	0.9	0.3	0.9	1.1	-1.3
EPAC1 ag	-4%	-4%	8%	-13%	11%	4%
MmCpn inh	nt	1%	0%	0%	-4%	2%
EPAC1 antag	-12%	-14%	-3%	6%	-11%	-17%
WRN inhibitor	-9%	-6%	-22%[57.1 µM]	1%	?	10%
PLK1 PBD block	-7%	-8%	-10%	2%	-14%	?
PI5P4Ka inh	0	-2	2	nt	nt	0
EPAC2 antag	-11%	-4%	-5%	-1%	-6%	-4%

In another format: entries from further up
nr	SMILES	CCT chaperon mod	EPAC1 ag	MmCpn inh	EPAC1 antag	WRN inhibitor	PLK1 PBD block	PI5P4Ka inh	EPAC2 antag
30	Cc1ccc2c(c1)-c1[nH]c(=S)ncc1CS2	-1.3	4%	2%	-17%	10%	?	0	-4%
26	C=CCN1C(=O)/C(=C2\SC(N3CCOCC3)=NC2=O)c2cc(Br)ccc21	0.9	-4%	1%	-14%	-6%	-8%	-2	-4%
29	N#CC1=C(N)N(c2ccccc2)C2=C(C(=O)CCC2)C1c1cccs1 (stereo not drawn)	1.1	11%	-4%	-11%	?	-14%	nt	-6%

Following part.
31) Cc1onc(-c2ccccc2)c1C(=O)N1CCN(S(=O)(=O)c2ccccc2C(F)(F)F)CC1
32) O=C(NC1CC1)c1nc(Cn2cc([N+](=O)[O-])cn2)no1
33) COc1ccc(C(C)=O)cc1COC(=O)c1cnc(Cl)c(Cl)c1
34) CCCN1CCN(C(=O)C2CCN(c3ncnc4c3nc3n4CCCCC3)CC2)CC1
35) CCNC(=O)c1ccc(C2SCC(=O)N2Cc2ccco2)cc1 (stereo not drawn)
36) CCC[C@@H]1C[C@@]1(CCC)[C@@H](NC(=O)c1ccccc1)c1ccc(C(=O)OC)cc1
Assay by compound	31	32	33	34	35	36
CCT chaperon mod	-0.8	-3.1	-1.1	-2.8	2.1	0.4
EPAC1 ag	1%	-3%	2%	0%	-1%	-18%
MmCpn inh	2%	-4%	-2%	-1%	2%	1%
EPAC1 antag	4%	-1%	1%	1%	10%	-20%
WRN inhibitor	0%	5%	-23%	-3%	-6%	-18%
PLK1 PBD block	-18%	-3%	-28%	-10%	-1%	-1%
PI5P4Ka inh	-1	4	8	3	-1	16
EPAC2 antag	8%	7%	-9%	3%	14%	-5%

37) O=C(O)CCNS(=O)(=O)c1ccc2c(c1)OCCCO2
38) COc1cccc(CNC(=O)c2nnn(-c3ccc(OC(F)(F)F)cc3)c2N)c1
39) COc1ccc(CC(=O)NNC(=O)CSc2nnc(C)n2-c2ccccc2)cc1
40) CCN(CC)CCCNC(=O)Cn1ncc2c(=O)oc3ccc(C)cc3c21
41) CCN1CCN(C2CCCCC2NS(=O)(=O)c2ccccc2)CC1 (stereo not drawn)
42) O=C(O)C1Cc2ccccc2CN1C(=O)COc1ccc(Cl)cc1Cl (stereo not drawn)
Assay by compound	37	38	39	40	41	42
CCT chaperon mod	-1.5	-0.9	0.0	-0.5	-8.8	-0.4
EPAC1 ag	12%	-7%	10%	-13%	-10%	10%
MmCpn inh	-4%	1%	-2%	1%	-1%	-1%
EPAC1 antag	10%	8%	9%	-13%	-6%	-19%
WRN inhibitor	-10%	-1%	-4%	4%	5%	-7%[11.6 µM]
PLK1 PBD block	1%	-3%	-21%	-13%	-6%	-14%
PI5P4Ka inh	-2	-4	5	2	4	3
EPAC2 antag	-10%	11%	0%	1%	3%	1%

43) CCOc1ccc(Br)cc1C(=S)N1CCCC1
44) O=C(/C=C/c1cc([N+](=O)[O-])ccc1OC(F)F)Nc1cccc([N+](=O)[O-])c1
45) CC(=O)c1ccc(OCC(O)CN2CCCC(C)C2)cc1 (stereo not drawn)
46) O=C(NNC(=O)c1ccc(NC(=O)c2ccccc2)cc1)c1ccc(F)cc1
47) COCCCNC(=O)C1CCN(S(=O)(=O)N(CC(C)C)CC(C)C)CC1
48) Cc1ccc(C23CC4CC(CC(NC(=O)N5CCN(C)CC5)(C4)C2)C3)cc1
Assay by compound	43	44	45	46	47	48
CCT chaperon mod	0.7	-1.3	0.4	1.3	-3.2	0.2
EPAC1 ag	9%	9%	-3%	4%	0%	-8%
MmCpn inh	0%	-1%	2%	?	0%	1%
EPAC1 antag	8%	4%	0%	11%	7%	3%
WRN inhibitor	3%	-4%	-7%	-6%	-2%	3%
PLK1 PBD block	7%	-4%	-2%	-9%	-9%	0%
PI5P4Ka inh	0	5	-10	5	nt	-3
EPAC2 antag	-1%	6%	11%	-6%	0%	1%

49) CCOC(=O)c1[nH]c(=O)[nH]c1COC(=O)c1cc2ccccc2o1
50) O=C(CCc1nc2sc3c(c2c(=O)[nH]1)CCCC3)Nc1cccc(Cl)c1
51) COc1ccc(CCN2C(=O)NC(NC(=O)CCc3ccccc3)(C(F)(F)F)C2=O)cc1OC (stereo not drawn)
52) CCOc1cc(NC(=O)c2cccs2)c(OCC)cc1NC(=O)CCC(=O)NCCN1CCOCC1
Assay by compound	49	50	51	52
CCT chaperon mod	-0.9	-2.0	0.4	1.9
EPAC1 ag	9%	-7%	-3%	2%
MmCpn inh	0%	-2%	-2%	1%
EPAC1 antag	2%	?	-7%	-10%
WRN inhibitor	?	-20%	3%	-3%
PLK1 PBD block	?	-20%	-8%	0%
PI5P4Ka inh	-17	?	-3	2
EPAC2 antag	-1%	-6%	-3%	2%

Screening results (PubChem BioAssay)
